# GAA glycogen mod = inhibitors or activators of human alpha-glucosidase glycogen cleavage; Potency, µM (doses to about 76.4 µM), for inactives: at the top dose activity change, negative = inhibition, actives largely listed as inhibitors; recombinant GAA, glycogen substrate, Amplex Red glucose oxidase fluorescence; P10253; 300,000 tested, 0.38% active;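 note: 0% = full enzyme reaction and -100% = no-enzyme basal signal; the screen sought inhibitors and activators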
#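 Natural-substrate format: glycogen cleavage by 4 nM human enzyme, glucose read by Amplex Red coupling (Ex 573, Em 610 nm). Normalized to enzyme and no-enzyme controls.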
# GoLoco inh red = blocks human Gai1 binding to RGS12 GoLoco peptide, red readout. P63096. Gai1:RGS12 GoLoco peptide FP, rhodamine, 10 min. Potency, µM (top dose mostly 61.6 µM), without a hit: top-dose activity, negative = inhibition, hits mostly inhibitors. 230,000 tested, 0.44% active. AID 880; active = well fitted inhibition curve with a large enough effect, not every such curve was filed as active; inactive = no such curve, though single readings can be large or run the other way; note: nearly all actives have a fitted effect of over 30% in size; many of its hits are not listed in these tables
# GAA spleen mod = inhibits or activates alpha-glucosidase in human spleen homogenate; Potency, µM (titrated, usually from 79.9 µM), for the others: at the top dose activity change, negative = inhibition, actives largely listed as inhibitors; AID 2112; human spleen homogenate, 4-MU-alpha-glucoside fluorescence; P10253; 240,000 tested, 0.006% active;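 note: 0% = enzyme with vehicle and -100% = no enzyme basal signal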
#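 Human spleen homogenate (1 ug) incubated with compounds and 1 mM 4-methylumbelliferyl-alpha-D-glucopyranoside in pH 5.0 citrate/phosphate buffer, 37 C, 40 min. Stopped at pH 10; 4-MU fluorescence (Ex 365/Em 440 nm); AC50 by Hill fit.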
# L3MBTL1 inh = L3MBTL1 (human) inhibition. AlphaScreen L3MBTL1–H3K9me1 peptide binding. Potency, µM (series often up to 57.1 µM), inactives show at the highest dose activity, negative = inhibition, usual class: inhibitors. 230,000 tested, 0.66% active. AID 485360; note: nearly all actives have a fitted effect of over 60% in size
# Target sequence (Q9Y468 whole entry, looked up): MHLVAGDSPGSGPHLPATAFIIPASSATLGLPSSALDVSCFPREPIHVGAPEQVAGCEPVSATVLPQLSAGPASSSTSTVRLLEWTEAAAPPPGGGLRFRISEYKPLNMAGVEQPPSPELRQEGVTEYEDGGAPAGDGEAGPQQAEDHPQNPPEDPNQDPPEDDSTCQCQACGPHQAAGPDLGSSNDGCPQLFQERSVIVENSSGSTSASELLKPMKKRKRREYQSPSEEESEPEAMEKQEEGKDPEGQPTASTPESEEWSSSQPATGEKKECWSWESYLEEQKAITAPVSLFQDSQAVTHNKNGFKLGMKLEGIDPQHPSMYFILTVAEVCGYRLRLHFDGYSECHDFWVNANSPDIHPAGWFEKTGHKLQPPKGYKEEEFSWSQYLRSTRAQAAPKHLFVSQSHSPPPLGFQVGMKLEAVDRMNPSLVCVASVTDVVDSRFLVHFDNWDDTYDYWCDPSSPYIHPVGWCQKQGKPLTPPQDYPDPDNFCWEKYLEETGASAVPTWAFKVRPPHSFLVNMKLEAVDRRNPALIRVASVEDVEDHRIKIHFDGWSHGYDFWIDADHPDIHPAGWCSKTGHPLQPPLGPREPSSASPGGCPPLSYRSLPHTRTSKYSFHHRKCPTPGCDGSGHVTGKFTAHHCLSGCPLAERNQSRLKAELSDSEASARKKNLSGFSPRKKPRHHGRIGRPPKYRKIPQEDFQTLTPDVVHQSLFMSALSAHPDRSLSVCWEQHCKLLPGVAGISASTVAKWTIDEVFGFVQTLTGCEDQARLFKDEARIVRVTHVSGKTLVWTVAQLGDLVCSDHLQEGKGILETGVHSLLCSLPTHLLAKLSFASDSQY
#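 L3MBTL1 50 nM + b-AHA-H3(1-15)K9me1 75 nM, 30 min RT; compound added, 30 min RT; streptavidin donor/Ni-chelate acceptor beads 10 ug/mL each final, 30 min RT dark; AlphaScreen read.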
# TR SRC2 fluor cs = counter-screen for TRb-SRC2 inhibitors: fluorescence interference; TRb/SRC2 Texas Red total fluorescence interference; Potency, µM (doses to about 106 µM), without a hit: at the highest dose fluorescence change, negative = quenching; 280,000 tested, 0.29% active; AID 1479; active = well fitted curve in either direction with a large enough effect; inconclusive = small, poorly fitted or top-dose-only effect
#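 Flags fluorescent or light-absorbing compounds by total fluorescence, S + 2P, at 555 nm excitation and 632 nm emission. Mixture: 20 nM Texas Red SRC2 peptide, 0.6 uM human TRb LBD, 1 uM T3, 5% DMSO; compound exposure 5 h at ambient temperature.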
# TRb-SRC2 inh = inhibitors of human thyroid hormone receptor beta-SRC2 interaction. P10828. TRbeta-SRC2 peptide binding, fluorescence polarization; receptor liganded with 1 µM T3. Potency, µM (top dose mostly 106 µM), for the others: at the top dose activity change, negative = inhibition, hits mostly inhibitors. 280,000 tested, 0.065% active;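 note: plate controls were bound peptide for no effect and peptide without receptor for full effect; nearly all actives have a fitted effect of over 50% in size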
#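 Fluorescence polarization of 20 nM Texas Red SRC2 peptide with 0.6 uM human TRb ligand-binding domain, in Tris buffer with 1uM T3 and 5% DMSO. Incubated 5 hr ambient; normalized to unbound and bound controls.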
# RECQ1 helicase = inhibitors of human RECQ1 DNA helicase; 240,000 tested, 0.54% active; P46063; RECQ1 DNA unwinding, red fluorescence kinetic read; AID 2549; Potency, µM (titrated, usually from 57.3 µM), for inactives: at the highest dose activity, negative = inhibition, hits mostly inhibitors;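 note: plate controls were vehicle for no effect and no enzyme for full effect; nearly all actives have a fitted effect of over 30% in size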
#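 RECQ1T1 50 nM; forked duplex (20 bp + 30-nt ss tails) 200 nM, ATP 2 mM final; pH 8.0, 2 mM MgCl2, 2.5 ug/ml poly(dI-dC); 15 min compound preincubation; discontinuous kinetic read over 2 h at RT.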
# GAA inhib = alpha-glucosidase (human) inhibition; P10253; purified human GAA, 4-MU-alpha-glucoside fluorescence; Potency, µM (top dose mostly 76.9 µM), for inactives: at the highest dose activity change, negative = inhibition, most hits filed as inhibitors; 200,000 tested, 0.005% active;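 note: plate controls were uninhibited enzyme wells for no effect and no-enzyme background for full effect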
#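 Compounds are titrated up to 77 uM against 4 nM human enzyme. Substrate 4-methylumbelliferyl-alpha-D-pyranoside (400 uM) reacts 20 min at room temperature in pH 5.0 buffer; liberated 4-methylumbelliferone is read at 440 nm.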
# Starred values were filed as active, the others as inactive; i = inactive; ? = inconclusive; . = no result given; & = joins results of further samples; [ ] = remark or other dose. Unless noted, calls come from the whole dose curve; as a rule, active = well fitted curve in the direction sought with a large enough effect; inconclusive = small, poorly fitted or top-dose-only effect, or another doubt; inactive = no such curve, though single readings can be large; an effect the other way counts as inactive or inconclusive. Unless noted, % is set by controls: 0 for no effect and ±100 for the full control effect; potency is the fitted concentration of half-maximal effect.
cpd | SMILES | GAA inhib | GAA spleen mod | TRb-SRC2 inh | GoLoco inh red | GAA glycogen mod | RECQ1 helicase | L3MBTL1 inh | TR SRC2 fluor cs
1 | N#CC1=C(S)N(c2ccccc2)C(c2ccc(-c3cc(Cl)ccc3Cl)o2)NC1=O (stereo unspecified) | 0% | 13% | 6% | 18% | 1% | -6% | -13% | 6%
2 | CCN1CCN(CC(=O)Nc2ccc(Cl)c(S(=O)(=O)N(C)C)c2)CC1 | 8% | -3% | 7% | -25% | 13% | i | -26% | 0%
3 | O=C1CC(C(=O)Nc2nccs2)C(c2ccccc2)O1 (stereo unspecified) | ? | 2% | -12% | 4% | 14% | i | 2% | 0%
4 | COCCN(C(C)=O)c1nnc(-c2ccccn2)s1 | 4%[15.4 µM] | 1% | -5% | 4% | -9% | -10% | -7% | -1%
5 | CNC(=S)N(Cc1cc2cc(OC)c(OC)cc2[nH]c1=O)C1CCCC1 | 15% | -1% | 0% | -12% | -12% | -11% | 4% | -1%
6 | CCC(C)(C)NC(=O)COc1ccc(OCc2ccccc2)cc1 | -5% | 1% | -11% | 4% | 13% | i | 14% | -6%
7 | Cc1[nH]c2ccccc2c(=O)c1SC(F)(F)C(F)C(F)(F)F (stereo unspecified) | 8% | -9% | -7% | 23% | 13% | i | -4% | 0%
8 | CCN1C(=O)C(CC(=O)Nc2ccc(F)cc2)N(Cc2ccc3c(c2)OCO3)C1=S (stereo unspecified) | -4% | 5% | 11% | -4% | -7% | -12% | -6% | 1%
9 | CC(=O)Nc1ccc(C(=O)CS(=O)(=O)c2ccc(C)cc2)cc1 | -3% | -10% | -4% | 8% | 2% | 5% | 16%[11.4 µM] | 2%
10 | CC(C)C[C@H](NC(=O)c1[nH]cnc1C(=O)Nc1ccc(Cl)cc1)C(=O)OC(C)(C)C | . | -12% | -1% | 0% | -13% | -12% | . | 0%
11 | C=CCSC1=Nc2cc(OC)c(OC)cc2C2=NC(=O)CN12 | ? | 9% | 2% | 6% | -9% | -14% | 1% | 0%
12 | COc1ccc(OC)c(NC(=O)CCN2CC(C)OC(C)C2)c1 (stereo unspecified) | 2% | 2% | -1% | 4% | 2% | -3% | -2% | 3%
13 | COc1cc(C(=O)Nc2ccc(Cl)c([N+](=O)[O-])c2)cc(OC)c1OC | -1% | 1% | 1% | 3% | 1% | -2% | 11% | -6%
14 | O=C(O)c1csc(N/N=C/c2ccc(Br)cc2)n1 | 5% | 2% | 0% | 10% | -4% | -8% | -18% | -5%
15 | COc1cc(COc2ccc3c(C)c(Cc4ccccc4)c(=O)oc3c2)cc(OC)c1OC | -6% | 1% | -4% | -10% | -6% | 14% | -11% | 0%
16 | O=S(=O)(O)C1CCNCC1 | -5%[15.4 µM] | -1%&5% | 2%&4% | -9%&12% | -3% | -7%&0% | 8% | 1%&-4%
17 | CSc1ccccc1NC(=O)CN(C)CC(=O)Nc1c(F)cccc1F | 4% | 2% | -4% | 6% | 13% | -7% | 5% | -1%
18 | COC(=O)C1(C(=O)OC)C/C=C\C/C=C\c2ccccc2[C@@H]1C[N+](=O)[O-] | . | -7%&-5% | 11%&10% | -3%&-3% | . | -2%&-1% | . | -1%&-1%
19 | CCCCCCCCCCCCCCCC[n+]1ccc(C(N)=O)cc1 | 5% | -5% | -2% | 3.2µM* | 11% | -7% | 14% | -3%
20 | COc1ccc(NC(=O)NN2CCOCC2)cc1OC | 7% | -7% | 2% | 3% | 0% | i | 4% | 0%
21 | NS(=O)(=O)c1cccn1-c1ncc(C(F)(F)F)cc1Cl | -9% | -4% | -16% | -23% | 4% | i | . | -1%
22 | CC(C)C(NC(=O)c1ccccc1)C(=O)NCc1ccccn1 (stereo unspecified) | 3% | -4% | -7% | 8% | 2% | i | -6% | 0%
23 | CCN1CCN(CC(=O)N2N=C(c3cccs3)CC2c2ccc(OC)c(OC)c2)C(=O)C1=O (stereo unspecified) | -2% | . | -2% | 4% | 6% | -1% | 4% | 0%
24 | COc1ccccc1CNC(=O)C1COc2ccccc2O1 (stereo unspecified) | -2% | -7% | 4% | 2% | 1% | -5% | 10% | -2%
25 | CCOC(=O)N1C/C(=C\c2ccccc2)C(=O)/C(=C/c2ccccc2)C1 | -2% | 3% | 1% | 1% | -4% | i | -1% | 0%
26 | Cc1cccc(C)c1NC(=O)C1(N(Cc2ccco2)C(=O)CC2NC(=O)NC2=O)CCCCC1 (stereo unspecified) | -4% | 3% | -5% | 3% | 7% | -7% | . | 2%
27 | CC(/C=N/NC(=O)c1cnccn1)=C\c1ccco1 | -15% | 0% | -5% | 6% | -5% | i | -4% | 0%
28 | O=C/C(=C\Nc1ccc(Cl)cn1)c1nc2ccccc2o1 | 0% | 4% | 4% | 4% | 2% | 2% | -3% | -6%
29 | CC1CCCc2sc3nc(NCc4ccco4)n4ncnc4c3c21 (stereo unspecified) | 0% | -6% | 1% | 22% | -7% | 2% | -17% | 0%
30 | O=C(N1CCCCCC1)N1CCN(S(=O)(=O)N2CCOCC2)CC1 | -1% | -10% | 1% | 9% | -8% | -13% | 1% | 0%

# Reprinted from the part before: 6 entries, then new ones.
cpd | SMILES | GAA inhib | GAA spleen mod | TRb-SRC2 inh | GoLoco inh red | GAA glycogen mod | RECQ1 helicase | L3MBTL1 inh | TR SRC2 fluor cs
25 | CCOC(=O)N1C/C(=C\c2ccccc2)C(=O)/C(=C/c2ccccc2)C1 | -2% | 3% | 1% | 1% | -4% | i | -1% | 0%
26 | Cc1cccc(C)c1NC(=O)C1(N(Cc2ccco2)C(=O)CC2NC(=O)NC2=O)CCCCC1 (stereo unspecified) | -4% | 3% | -5% | 3% | 7% | -7% | . | 2%
27 | CC(/C=N/NC(=O)c1cnccn1)=C\c1ccco1 | -15% | 0% | -5% | 6% | -5% | i | -4% | 0%
28 | O=C/C(=C\Nc1ccc(Cl)cn1)c1nc2ccccc2o1 | 0% | 4% | 4% | 4% | 2% | 2% | -3% | -6%
29 | CC1CCCc2sc3nc(NCc4ccco4)n4ncnc4c3c21 (stereo unspecified) | 0% | -6% | 1% | 22% | -7% | 2% | -17% | 0%
30 | O=C(N1CCCCCC1)N1CCN(S(=O)(=O)N2CCOCC2)CC1 | -1% | -10% | 1% | 9% | -8% | -13% | 1% | 0%
31 | COCCCNC(=O)COc1ccc(Br)cc1Cl | 1% | -11% | -5% | -3% | -2% | -2% | 7% | 0%
32 | Cc1ccc2[nH]c3c(c2c1)CN(C(=O)CN1CCN(c2cccc(C)c2C)CC1)CC3 | ? | -26% | -21% | 6% | -22% | 13% | -16% | -2%
33 | Cc1nc2ccccc2n1C1CCN(CC(=O)NCc2ccc(F)cc2)CC1 | 8% | -7% | -27%[53 µM] | 12% | 8% | i | 4% | -1%[53 µM]
34 | CNc1nc(-c2ccc3c(c2)CCN3C(=O)CC(C)(C)C)c(C)s1 | 12% | 1% | 5%[53 µM] | 7% | 9% | -11% | -20% | 3%[53 µM]
35 | CC1(C)C(=O)OC(/C=C\c2ccccc2)C(C)(C)C1=O (stereo unspecified) | -14% | 3% | 4% | 10% | -7% | i | 0%[11.4 µM] | -1%
36 | CCOC(=O)N1CCC(NC(=O)c2cnn3cccnc23)CC1 | -4% | 2% | -8% | -17% | 1% | 1% | . | 0%
37 | CSc1ccccc1C(=O)NCCCOC(C)C | 6% | 2% | 2% | -1% | 9% | -13% | . | -2%
38 | Cn1cc(CN2CCCC(C(=O)c3cccs3)C2)c(-c2cccc(Cl)c2)n1 (stereo unspecified) | -4% | 1% | -4% | -3% | 1% | -9% | -13% | -5%
39 | COc1ccc(N(CC(=O)Nc2ccc3c(c2)OCO3)S(=O)(=O)c2c(C)nn(C)c2C)cc1 | -7% | -17% | -2% | 3% | 9% | 14% | -6% | -2%
40 | NC(=O)COC(=O)CCSc1ccc(Cl)cc1 | -3% | 3% | -4% | 8% | 10% | i | -3%[11.4 µM] | -8%
41 | O=c1[nH]c2cc3c(cc2cc1C(c1nnnn1Cc1ccccc1)N1CCCc2ccccc21)OCO3 (stereo unspecified) | 3% | 1% | 1% | 5% | 0% | i | -1% | 3%
42 | O=C(O)CCNC(=O)C12CC3CC(CC(C3)C1)C2 | -13% | 0% | -3% | 13% | 0% | -8% | 2% | -1%
43 | O=C(N/N=C/C=C/c1ccccc1[N+](=O)[O-])c1ccncc1 | . | -3% | 5% | 6% | 6% | i | 7% | 1%
44 | O=C(CCc1ccccc1)Nc1ccc2ccccc2n1 | -5% | -4% | -1% | 7% | -7% | 24% | 0% | 0%
45 | Cc1cc(O)cc2c(=O)c3ccccc3sc12 | -3% | -8% | 8% | 3% | 1% | -5% | 15% | -5%
46 | Cc1ccc(NC(=S)NNC(=O)c2ccco2)cc1 | 5% | -5% | 13% | -5% | ? | 8% | 17% | -2%
47 | COc1cccc(CC(=S)N2CCOCC2)c1 | -4% | -14% | 6% | 5% | -2% | 3% | -8% | 1%

# One compound at a time, as listed above.
# Shown for O=c1[nH]c2cc3c(cc2cc1C(c1nnnn1Cc1ccccc1)N1CCCc2ccccc21)OCO3 (stereo unspecified) = GAA inhib: 3%; GAA spleen mod: 1%; TRb-SRC2 inh: 1%; GoLoco inh red: 5%; GAA glycogen mod: 0%; RECQ1 helicase: i; L3MBTL1 inh: -1%; TR SRC2 fluor cs: 3%
# Shown for Cc1cc(O)cc2c(=O)c3ccccc3sc12 = GAA inhib: -3%; GAA spleen mod: -8%; TRb-SRC2 inh: 8%; GoLoco inh red: 3%; GAA glycogen mod: 1%; RECQ1 helicase: -5%; L3MBTL1 inh: 15%; TR SRC2 fluor cs: -5%

# High-throughput results (PubChem BioAssay)

# A portion of the library; the hit share may differ from the screen's.
